Bioassay records deposited in PubChem by Southern Research Specialized Biocontainment Screening Center.
Dengue virus CPE: antivirals protecting cells from dengue CPE – CPE readout, HTS (AID 540333). Dengue virus CPE inhibition in host cells; active compounds read high. CPE inhibition, % at 20 µM. actives 3.1% (n = 10,000); in the data active = CPE inhibition mostly above about 9.1%, no sharp cut-off; inactive = mostly below about 7.2%
The depositor's hits bear a star; i = inactive. This is a subset, so the mix of outcomes need not match the whole.

SMILES	Dengue virus CPE
CC(C)CN(C(=O)COC(=O)c1ccc([N+](=O)[O-])o1)C1CCS(=O)(=O)C1 (stereo unspecified)	0.2
CCC1(C)Cc2nc3[nH]c(=S)n(-c4ccc(C)cc4)c(=O)c3cc2CO1 (stereo unspecified)	4.6
Cc1cccc(CSC(=N)N)c1	1.0
CC1CCCCN1C(=S)Nc1ccc(OC(F)F)cc1 (stereo unspecified)	0.2
Cc1nc2ccc(NC(=O)c3ccc(S(=O)(=O)N(C)c4ccccc4)cc3)cc2s1	4.4
COc1cccc(C=Nc2ccc(C)c(F)c2)c1O	0.9
C/C(=N/NC(=O)C1COc2ccccc2O1)c1ccco1 (stereo unspecified)	0.9
COc1ccc(-c2cnnn2-c2ccc(NC(=O)/C=C/c3ccc(OC)c(OC)c3)cc2)cc1	0.7
Cc1nnc(SCC(=O)Nc2ncc(S(=O)(=O)c3ccc([N+](=O)[O-])cc3)s2)s1	0.1
Cc1ccc(S(=O)(=O)N2CCC(=O)N(CCOCc3ccc(F)cc3)CC2)cc1	0.1
O=C(CSc1nnc(-c2ccccc2)n1Cc1ccccc1)NNC(=O)c1ccccc1O	0.9
O=C(CCc1ccccc1)Nc1ccc(N2CCCCC2)cc1	i
COc1ccc(C2CC(=O)n3nc(C45CC6CC(CC(C6)C4)C5)nc3S2)cc1OC (stereo unspecified)	i
CCc1ccc(CC2(O)CC(C)N(C)CC2C)cc1 (stereo unspecified)	i
CC1CC(C)CN(CCOc2cccc(Cl)c2Cl)C1 (stereo unspecified)	0.7
C[C@H](CO)N1C[C@H](C)[C@@H](CN(C)Cc2ccccc2)Oc2c(NS(=O)(=O)c3ccc(F)cc3)cccc2C1=O	i
Cc1ccc(C(=O)Nc2sc(C)c(C)c2C(=O)c2ccccc2)cc1	3.0
N=C(N)SCc1nc2ccccc2c(=O)n1-c1ccccc1	i
COc1ccc(CCC(=O)Nc2ccccc2C(F)(F)F)cc1	i
O=C(Cc1ccccc1)NC(=S)Nc1ccc(N2CCCCC2)cc1	4.4
CCC(CC)NC(=O)COC(=O)c1ccc(OCc2ccc(C(C)=O)cc2OC)c(OC)c1	0.5
Cc1ccccc1NC(=O)CCC(=O)N/N=C/c1cc([N+](=O)[O-])ccc1O	3.5
COc1cc(/C=N/N2CCN(C3c4ccccc4-c4ccccc43)CC2)cc(OC)c1O	3.8
Nc1cc2c(cc1[N+](=O)[O-])OCCO2	1.5
C=C(C)C1CC=C(C)/C(=N\NC(=O)CCc2ccccc2)C1 (stereo unspecified)	0.5
CNS(=O)(=O)c1ccc2c(c1)NC(=O)C1CCCN21 (stereo unspecified)	i
COc1ccccc1NC(=S)N1CCN(Cc2ccc3c(c2)OCO3)CC1	i
Cc1ccc(C2(O)CN(c3ccccc3)C3=[N+]2CCS3)cc1 (stereo unspecified)	0.4
Cc1csc(Sc2ccc(C(=O)OCC(=O)Nc3ccc(OC(F)(F)F)cc3)cc2[N+](=O)[O-])n1	7.1
Cc1cc2nc(Sc3c([N+](=O)[O-])nc(C)n3Cc3ccccc3)[nH]c2cc1C	4.7
CNC(=O)c1cc(Cl)c(OC)c(OC)c1	i
CC(C)C(=O)N(Nc1nc2ccccc2s1)C(=O)C(C)C	i
O/N=C1\CCCC\C1=C/c1ccccc1	0.2
CCN(CC)c1ccc(C=Nc2cc(C)ccc2C)c(O)c1	i
Cc1onc(-c2ccccc2Cl)c1C(=O)Nc1nc2ccc(S(C)(=O)=O)cc2s1	i
CCOCc1c(C(=O)OCC(=O)Nc2ccc(C)c(S(=O)(=O)N(C)C)c2)oc2ccccc12	i
COc1ccc(S(=O)(=O)N2CCOCC2)cc1NC(=O)CN1CCC(Cc2ccccc2)CC1	4.6
COc1cccc(C(=O)NC(=S)Nc2ccc3oc(=O)ccc3c2)c1	2.6
Cc1cc2cc(CN(Cc3cccs3)C(=S)NCC3CCCO3)c(=O)[nH]c2cc1C (stereo unspecified)	18.4*
CC1(C)C=C(c2ccc(C=O)s2)CC(C)(C)N1C=O	0.1
COc1cccc(OCC(=O)NNC(=O)Cc2cccs2)c1	1.1
COc1ccc(/C=N/NC(=O)CN(C2=NS(=O)(=O)c3ccccc32)c2ccccc2)cc1OC	0.9
CCSc1ncc(C)cc1[N+](=O)[O-]	0.0
O=C(NCCc1ccccc1)C1CCN(Cc2ccccc2F)CC1	1.3
C/C(=N\NC(=O)COc1ccc(C(C)(C)C)cc1)c1ccc(-n2ccnc2)cc1	10.2*
COc1cccc(C(=O)NCCSc2ccc(C)cc2)c1	0.1
COc1cccc(/C(O)=C/c2nc3ccc(C(=O)NCCc4cccc(C)c4)cc3[nH]c2=O)c1	i
O=C(COC(=O)CNS(=O)(=O)c1cccc(Br)c1)Nc1ccccc1Sc1ccccc1	i
O=Cc1ccc(OC2OCCOC2Oc2ccc(C=O)cc2)cc1 (stereo unspecified)	15.4*
Cc1cc(N/C=C\c2nnnn2-c2ccccc2)no1	0.1

Carrying on.
SMILES	Dengue virus CPE
Cc1ccc(NC(=O)C(NC2CCCc3ccccc32)c2ccccc2)c([N+](=O)[O-])c1 (stereo unspecified)	9.5
C/C(=N\NC(=O)c1ccccc1O)c1ccc(Br)s1	0.1
O=c1nc(-c2ccccc2)n(-c2ccc(Cl)cc2)[nH]1	0.5
O=C(N/N=C\c1cc(Br)c(Br)o1)c1cncc(Br)c1	0.9
OCC[C@H]1C[C@H](O)[C@@H](O)[C@@]2(OCCCc3ccccc32)O1	0.2
CCOC(=O)c1ccc(CN(Cc2ccc(C)cc2)S(=O)(=O)c2cccc([N+](=O)[O-])c2)cc1	1.7
O=C1CCCC2=C1C(c1ccccn1)Nc1ccc(C(=O)c3ccccc3)cc1N2 (stereo unspecified)	0.4
Cc1cc(C)nc(NC(=O)c2ccc(Cl)cc2[N+](=O)[O-])c1	0.7
CC(C)C(NC(=O)/C=C/c1cccc([N+](=O)[O-])c1)C(C)C	1.6
COc1ccc(/C=C/C(=O)c2ccc3c4c(cccc24)CC3)cc1OC	1.6
Cc1ccsc1/C=N/NC(=O)c1cccc(S(=O)(=O)Nc2ccccc2Cl)c1	i
O=C1c2ccccc2C(=O)N1c1cccc2cccnc12	0.2
OC(COC(c1ccc(F)cc1)c1ccc(F)cc1)CN1CCc2ccccc2C1 (stereo unspecified)	5.9
COc1cccc(-n2c(Cn3nc(C(F)F)cc3C(F)F)n[nH]c2=S)c1	0.0
C#CCOc1ccc(/C=C2\SC(=S)N(Cc3cccnc3)C2=O)cc1	1.7
CN(C)c1ccc(N=Nc2ccccc2C(=O)OCC(=O)NCC2CCCCC2)cc1	1.0
COc1cc(CN(C2CCCCC2C)S(=O)(=O)c2ccc(S(=O)(=O)NC3CC3)cc2)cc(OC)c1OC (stereo unspecified)	19.9*
Cc1ccc(S(=O)(=O)N(C)C)cc1NC(=O)/C=C/c1cccs1	i
CSCCC(NS(=O)(=O)c1ccc(Cl)cc1)C(=O)OCc1cccc(Cl)c1 (stereo unspecified)	12.0*
Cc1cc(C)c(NS(=O)(=O)c2ccc3c(c2)NC(=O)CC(=O)N3)c(C)c1	i

Exported comma-delimited: part of the list above
SMILES,Dengue virus CPE
COc1cccc(-n2c(Cn3nc(C(F)F)cc3C(F)F)n[nH]c2=S)c1,0.0
C#CCOc1ccc(/C=C2\SC(=S)N(Cc3cccnc3)C2=O)cc1,1.7
CN(C)c1ccc(N=Nc2ccccc2C(=O)OCC(=O)NCC2CCCCC2)cc1,1.0

The results go on.
SMILES	Dengue virus CPE
c1ccc2cc(CSCc3nc4ccccc4[nH]3)ccc2c1	5.3
CCOc1ccc2nc(SC3CC(=O)N(c4cccc(OC)c4)C3=O)sc2c1 (stereo unspecified)	0.0
CC(C)C(NC(=O)c1ccc2c(c1)OCO2)C(=O)N/N=C/c1cccs1 (stereo unspecified)	0.2
O=C(c1ccccc1F)N1CCN(c2ccc([N+](=O)[O-])c3ncccc23)CC1	i
CCCC(=O)Nc1ccc2c(c1)c1ccccc1n2CC	2.3
Cc1ccc(C)c(S(=O)(=O)N2CCN(C(C)C(=O)Nc3ccccc3-c3ccccc3)CC2)c1 (stereo unspecified)	4.0
CCOc1cc(CNc2ccc(CNc3ncn[nH]3)cc2)ccc1OCc1ccccc1	3.4
CC(/C=C/c1ccccc1F)=N\NC(=O)C(C)C	1.2
CC(/C=N/n1c(-c2ccco2)n[nH]c1=S)=C\c1ccccc1	0.1
CCCCC[C@H]1CN(CCCC)C(=O)[C@@H]1CC(=O)NCc1ccccc1	3.7
CCC12C(=O)C(CC)(C(c3ccccc3)=C1c1ccccc1)[C@@H]1C(=O)N(c3ccccc3)C(=O)C12 (stereo partly specified)	7.3
COc1ccc(NC(=O)CO/N=C2\CCCc3nonc32)cc1	1.1
Cc1ccc(S(=O)(=O)N2CCN(c3ccc([N+](=O)[O-])c4cccnc34)CC2)cc1	i
CCCCOC(=O)Nc1ccc(N(C)C)cc1	0.1
CN(C)c1ccc(NC(=O)COC(=O)Cn2nnc3ccccc32)cc1	0.8
O=C(CCCC(=O)N1CCN(c2ccc([N+](=O)[O-])cc2)CC1)c1ccccc1	0.4
CCN(c1ccccc1)S(=O)(=O)c1ccc(Cl)c(NC(=O)COC(=O)c2ccc(O)cc2)c1	1.5
CCC1(C)Cc2ccccc2-c2nc3n(c(=O)c21)CCS3 (stereo unspecified)	1.5
Oc1c(C(Nc2cccc(C(F)(F)F)c2)c2cccnc2)ccc2cccnc12 (stereo unspecified)	1.1
Cc1ccc(CN2CCN(/N=C/c3cccs3)CC2)cc1	0.8

Two entries picked at random from the list so far, as already listed:
SMILES	Dengue virus CPE
Oc1c(C(Nc2cccc(C(F)(F)F)c2)c2cccnc2)ccc2cccnc12 (stereo unspecified)	1.1
C=C(C)C1CC=C(C)/C(=N\NC(=O)CCc2ccccc2)C1 (stereo unspecified)	0.5

5 entries from above in a different format.
canonical_smiles | Dengue virus CPE
CCOC(=O)c1ccc(CN(Cc2ccc(C)cc2)S(=O)(=O)c2cccc([N+](=O)[O-])c2)cc1 | 1.7
O=C1CCCC2=C1C(c1ccccn1)Nc1ccc(C(=O)c3ccccc3)cc1N2 (stereo unspecified) | 0.4
Cc1cc(C)nc(NC(=O)c2ccc(Cl)cc2[N+](=O)[O-])c1 | 0.7
CC(C)C(NC(=O)/C=C/c1cccc([N+](=O)[O-])c1)C(C)C | 1.6
COc1ccc(/C=C/C(=O)c2ccc3c4c(cccc24)CC3)cc1OC | 1.6

Later entries:
SMILES	Dengue virus CPE
Cc1cc2nc3n(c2cc1C)CC1CC(C(=O)NCCC(C)C)N(C)C31 (stereo unspecified)	i
O=C(NCc1ccc2c(c1)OCO2)c1ccc(CSCc2ccccc2Cl)o1	0.3
OCC[C@@H]1C[C@H](O)[C@@H](O)[C@]2(Cc3ccccc3O2)O1	0.3
COc1ccc(NC(=O)C(NC(=O)c2ccc(=O)[nH]c2)c2ccc(C)cc2)cc1 (stereo unspecified)	i
O=C1NC(=Nc2ccccc2)c2ccc([N+](=O)[O-])cc21	0.3
Cc1cc(Cl)cc(Cl)c1CNc1c([N+](=O)[O-])c(=O)oc2ccccc12	i
O=C(/C=C/c1ccccc1)/C=C/c1ccccc1	i
CC(Cc1ccccc1)C(=O)NCc1nc2ccccc2s1 (stereo unspecified)	0.4
Cc1ccc(C(=O)N2CCN(C(=O)c3ccccc3)C2c2ccc(N(C)C)cc2)cc1 (stereo unspecified)	i
O=C(O)C1CCCCC1C(=O)NCc1ccncc1 (stereo unspecified)	i
Cc1cccc(C)c1NC(=O)CCCSc1nnc(-c2ccc(F)cc2)n1-c1ccccc1	0.6
OCC[C@H]1C[C@@H](O)[C@H](O)[C@]2(OCCc3ccccc32)O1	0.6
CC(NC(=O)c1cccc2ccccc12)c1ccc2c(c1)CCCC2 (stereo unspecified)	0.6
CCCSc1ccc([C@@H]2[C@H]3C(=O)N(C)C(=O)[C@H]3[C@]3(C(=O)OC)CCCN23)cc1OC	i
COc1ccc(S(=O)(=O)N(CC(=O)Nc2ccc(S(=O)(=O)N3CCOCC3)cc2)c2ccccc2)cc1	i
CCO[C@@H]1OC(C(N)=O)=C[C@H](C(C)(C)C)[C@H]1CCCO	1.0
Cc1ccc([N+](=O)[O-])cc1-c1ccc(/C=C(\C#N)c2[nH]nc(N)c2C#N)o1	2.8
CCn1cc(-c2cc(C(=O)O)c3ccccc3n2)c(C)n1	1.0
CCC(C)NC(=O)CCc1nc2ccccc2n1-c1ccccc1 (stereo unspecified)	0.6
COCCCNC(=S)N1CCN(C(=O)C(=O)Nc2ccc(C(=O)OC)cc2)CC1	0.1

In the list so far, these have a CF3 group.
SMILES	Dengue virus CPE
COc1ccc(CCC(=O)Nc2ccccc2C(F)(F)F)cc1	i
Cc1csc(Sc2ccc(C(=O)OCC(=O)Nc3ccc(OC(F)(F)F)cc3)cc2[N+](=O)[O-])n1	7.1
Oc1c(C(Nc2cccc(C(F)(F)F)c2)c2cccnc2)ccc2cccnc12 (stereo unspecified)	1.1

Later entries
SMILES	Dengue virus CPE
COC(=O)c1ccc(NC(=O)C(=O)N2CCN(C(=S)Nc3ccc(OC)cc3)CC2)cc1	0.4
Cc1nnc(SCC(=O)NNC(=O)C(C)C)[nH]c1=O	i
O=C1[C@H]2[C@H](C=CC[C@H]2C(=O)N2CCOCC2)CCN1Cc1ccccc1	0.9
O=C(/C=C/c1cccc(F)c1)Nc1cc(S(=O)(=O)N2CCOCC2)ccc1N1CCCC1	i
Cc1ccc(C)c(NC(=O)CSc2nc3[nH]ncc3c(=O)[nH]2)c1	1.9
CCN1CCCC1CN(Cc1cc2ccc(C)cc2[nH]c1=O)C(=S)Nc1cccc(OC)c1 (stereo unspecified)	i
Cn1c(-c2c(N)n(-c3ccccc3)c3nc4ccccc4nc23)nc2ccccc21	1.5
CC1CCCC(=C\c2ccccc2)/C1=N/O (stereo unspecified)	i
CCC(C)c1ccccc1NC(=O)COC(=O)c1ccc2[nH]c3c(c2c1)CCCC3 (stereo unspecified)	25.9*
Cc1cc(C)cc(NC(=O)C(NCC2CCCO2)c2ccccc2)c1 (stereo unspecified)	i
Nc1nc(-c2ccccc2)nc2sc3c(c12)CCCC3	0.4
COc1ccc(O)c(C2=Nc3ccccc3N=C(c3cccs3)C2)c1	i
